Source: PubChem
CXCR6 inh: CXCR6 (human) receptor inhibition | O00574 | AID 602244 | inhibition, % at 20 µM | 360,000 compounds, 0.36% hits | CHO-K1 PathHunter CXCR6 beta-arrestin, luminescence; in the data active = inhibition above about 34%, passing the limit was not always enough;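 note: antagonist mode with CXCL16 agonist at 10 nM final; 0% = 10 nM CXCL16 with DMSO and 100% = unstimulated wells without agonist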
Target sequence (O00574 whole entry, looked up): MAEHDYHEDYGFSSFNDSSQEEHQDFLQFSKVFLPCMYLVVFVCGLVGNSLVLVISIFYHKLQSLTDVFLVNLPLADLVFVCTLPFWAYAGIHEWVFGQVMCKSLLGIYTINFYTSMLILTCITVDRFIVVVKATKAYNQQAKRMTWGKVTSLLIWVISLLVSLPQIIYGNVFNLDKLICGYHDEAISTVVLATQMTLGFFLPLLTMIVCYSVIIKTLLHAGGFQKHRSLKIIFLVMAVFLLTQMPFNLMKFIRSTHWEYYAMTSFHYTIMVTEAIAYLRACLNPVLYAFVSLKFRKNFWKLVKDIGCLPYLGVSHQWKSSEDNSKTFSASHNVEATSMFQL
Mdm2 MdmX PPI: disrupts the human Mdm2-MdmX interaction | SaOS-2 split-luciferase Mdm2/MdmX complementation, luminescence | inhibition, % at 8 µM | 330,000 compounds, 3% hits | AID 485346;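 active = inhibition of at least 50% at 8 µM in the primary screen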
TIM10 inh: growth inhibitors of TIM10 yeast strain; S. cerevisiae TIM10 strain growth, BacTiter-Glo luminescence, 24 h; inhibition, % at 10 µM; 330,000 compounds, 1.4% hits;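 active = inhibition of 40% or more at the single tested concentration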;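 note: wild-type TIM10 isogenic control strain grown at permissive 25 °C; 0% = DMSO yeast wells and 100% = minimal medium wells without yeast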
UPR CHOP act: activators of apoptotic arm of unfolded protein response (CHOP); CHO-CHOP luciferase reporter, UPR activation, luminescence; percent of tunicamycin response over DMSO baseline; activation, % at 10 µM; 330,000 compounds, 0.34% hits; AID 449763;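 active = at 10 µM dose, activation of 40% or more, normalized to positive control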;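 note: 100% = tunicamycin at 10 µg/mL and 0% = DMSO alone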
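System: CHO CHOP reporter cells. Amount: 500 cells per well. Buffer or medium: F12 medium, 10% FBS. Compound dosing: one dose, 10 µM in 0.5% DMSO. Incubation: 6 h compound exposure at 37 °C after overnight seeding. Technique: Steady-Glo luciferase luminescence. Benchmarks: tunicamycin and DMSO controls.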
APJ ag: activates the human apelin receptor APJ | 330,000 compounds, 0.11% hits | CHO-K1 APJ PathHunter beta-arrestin, luminescence; 0% DMSO wells, 100% apelin | AID 2520 | activation, % at 20 µM;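 active = activation more than six SD over the plate average, tested at 20 µM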;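 note: 0% = DMSO alone and 100% = apelin-13 at 10 nM; some results filed as inactive read as strong as hits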
Target sequence (P35414 whole entry, looked up): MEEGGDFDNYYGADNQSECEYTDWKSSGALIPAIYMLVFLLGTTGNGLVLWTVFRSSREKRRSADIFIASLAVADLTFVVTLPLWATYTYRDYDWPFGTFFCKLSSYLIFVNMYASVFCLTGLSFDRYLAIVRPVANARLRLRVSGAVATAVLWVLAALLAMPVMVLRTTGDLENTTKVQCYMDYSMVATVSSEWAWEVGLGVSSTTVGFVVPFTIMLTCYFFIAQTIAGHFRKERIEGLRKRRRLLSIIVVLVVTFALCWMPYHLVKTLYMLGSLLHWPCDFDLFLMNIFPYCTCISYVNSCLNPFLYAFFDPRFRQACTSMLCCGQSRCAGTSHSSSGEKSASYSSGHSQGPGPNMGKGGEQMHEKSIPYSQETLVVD
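Assay system – PathHunter CHO-K1 APJ (AGTRL-1) beta-arrestin reporter cells · Compound – one dose, 20 µM compound, 1% DMSO · Timing – compound 90 min 25 °C, reagent 1 h · Measured by – luminescence from split beta-galactosidase complementation, Galacton Star/Emerald II substrate · Measure – beta-arrestin recruitment to APJ as agonist activity, luminescent signal · Benchmarks – DMSO vs Apelin-13 10 nM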
tim10-1 inh: inhibits growth of tim10-1 mutant yeast; S. cerevisiae tim10-1 ts strain growth, BacTiter-Glo, 24 h; inhibition, % at 20 µM; 330,000 compounds, 2.2% hits;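 active = inhibition of at least 40%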;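 note: mutant grown at 25 °C; 0% = DMSO wells with yeast and 100% = wells holding no yeast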
tim23-1 inh: inhibits growth of tim23-1 mutant yeast; 330,000 compounds, 1.3% hits; S. cerevisiae tim23-1 growth, BacTiter-Glo luminescence, 24 h; AID 463212; inhibition, % at 20 µM;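 active = growth inhibition of the mutant yeast at or above 50%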;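 note: temperature-sensitive mutant grown at 25 °C; plate controls were DMSO-treated mutant yeast for no effect and medium wells lacking yeast for full effect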
UPR XBP1 act: activators of adaptive arm of unfolded protein response (XBP1); CHO-XBP1 luciferase reporter, IRE1-XBP1 UPR activation, luminescence; percent of tunicamycin response, DMSO as zero; activation, % at 20 µM; 330,000 compounds, 0.33% hits; AID 463104;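 active = versus positive control, 20 µM dose yields 30% or more activation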;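 note: 100% = tunicamycin at 10 µg/mL and 0% = DMSO only wells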
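assay system = CHO-XBP1 luciferase reporter cells | amount = 1000 cells/well | buffer or medium = F12 plus 10% FBS | compound dosing = single point, 20 µM final compound, 1% DMSO | incubation = 16-18 h cell attachment at 37 °C, then 6 h compound exposure | detection = Steady-Glo luminescence read | controls = tunicamycin 10 µg/mL and vehicle-only wells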
APJ antag: blocks the human apelin receptor APJ | inhibition, % at 20 µM | 330,000 compounds, 0.32% hits | CHO-K1 APJ beta-arrestin complementation, luminescence | AID 2521 | P35414;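 active = inhibition above about 40% at 20 µM, limit read from the data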;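 note: cells challenged with 10 nM apelin-13 agonist together with compound; plate controls were apelin-13 plus DMSO wells for no effect and DMSO wells lacking apelin-13 for full effect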
An asterisk follows results filed as active; x = no result given; & = joins results of further samples. A portion of the library, so the mix of outcomes need not match the whole.

SMILES	CXCR6 inh	Mdm2 MdmX PPI	TIM10 inh	UPR CHOP act	APJ ag	tim10-1 inh	tim23-1 inh	UPR XBP1 act	APJ antag
O=C1CC(c2ccccc2)CC(O)=C1C=NCCN1CCN(C(=O)Cc2ccccc2)CC1 (stereo not drawn)	6	-4	5	-1.5	-8	7	7	1	-8
CC(=O)Nc1ccc(OC(=O)N(C)C)cc1	3	23	1	-1.2	0	7	-10	-2	-22
CC(=C1C(=O)c2ccccc2C1=O)N1CCN(CCN=Cc2c(O)n(C)c(=O)n(C)c2=O)CC1	2	-2	-17	1.0	2	4	15	0	11
CCCN1CCC2(CC1)NC(CO)(CO)CO2	-16	10	5	-4.4	-2	3	-2	-3	14
Cc1cc(C)cc(NC2=NCCCS2)c1	-4	18	7	-1.7	-1	6	6	-3	6
Nc1ccc(S(=O)(=O)N2CCCCC2c2cccnc2)cc1 (stereo not drawn)	-8	-16	2	0.7	-2	13	5	-2	1
Cc1nn(Cc2ccccc2Cl)c(Cl)c1C(=O)O	0	-23	8	0.3	0	5	-1	-2	13
O=C(c1cc(F)ccc1F)C1CCCN(CCCc2ccccc2)C1 (stereo not drawn)	1	-7	-4	-0.6	-6	9	-16	-1	7
Cc1ccsc1C(=O)C1CCCN(Cc2cnc(N)nc2)C1 (stereo not drawn)	0	-16	10	-0.9	-3	-5	7	-1	-3
Cc1cc(C(=O)OCC(=O)Nc2ccccc2F)c(C)n1C1CC1	-3	-44	6	4.8	5	10	13	2	2
COC(=O)C1=C(c2ccc(F)cc2F)C[C@@H]2CC[C@H]1N2C(=O)N1CCCC1	-5	-6	15	0.6	-3	11	29	0	4
C[N+](C)(C)Cc1ccccc1	7	-6	19	-1.2	1	0	-15	-5	-5
O=c1[nH]c(=S)n(-c2ccc(Br)cc2)c(O)c1C=Nc1ccc(N2CCOCC2)cc1	15	3	-7	-4.1	-1	-14	-13	-6	-16
COC[C@]12CN(C)C3C4[C@H](OC)[C@H]1C3([C@@H](OC)C[C@H]2O)[C@@H]1C[C@@]2(O)[C@H](OC(=O)c3ccccc3)[C@@H]1[C@]4(OC(C)=O)[C@@H](O)[C@@H]2OC	3	-39	5	0.0	0	14	10	-3	1
Cn1c(O)c(/C=C2\C=Nc3ccc(Br)cc32)c(=O)n(C)c1=O	8	11	-44	-1.6	-2	-24	5	-2	-1
CC1CN(C)C(C)(C)CC1(O)c1ccccc1 (stereo not drawn)	8	-7	-13	0.2	2	-11	2	-3	1
COC(=O)C1=C(c2cccc(OC)c2OC)C[C@@H]2CC[C@H]1N2C(=O)NCCCOC(C)C	-3	13	-2	0.5	-3	19	24	2	24
c1ccc2c3c([nH]c2c1)CNCC3	1	-4	14	-2.8	7	9	23	2	20
CC[C@H]1C2C[C@H]3[C@@H]4N(C)c5ccccc5C45C[C@H](C2[C@H]5O)N3[C@@H]1O (stereo partly drawn)	7	23	4	1.0	-2	8	10	-6	4
CC1CN(O)C2CCc3c(no[n+]3[O-])C12O (stereo not drawn)	15	11	-6	-3.0	0	10	11	-2	6
O=C1C2CCN(CC2)[C@@H]1Cc1ccc2ccccc2c1O	-7	-13	6	3.0	-3	-1	7	3	-1
COc1ccc2c(CN3CC=C(c4ccccc4)CC3)cc(=O)oc2c1	2	-5	16	5.6	0	29	17	1	2
COC(=O)C1=C(c2ccc(OC(F)(F)F)cc2)C[C@@H]2CC[C@H]1N2C(=O)NCCc1ccccc1	12	31	-1	0.7	-3	16	35	-3	-1
Cc1ccc(/C=C2\C(=O)NC(=S)N(c3ccc(F)cc3)C2=O)s1	20	80*	43*	393*	1	70*	55*	-8	2
CC1SC2(CN3CCC2CC3)NC1=O (stereo not drawn)	9	23	-9	0.0	-5	-8	-1	0	26
O=C(Nc1ccc2ccccc2c1)c1nn(C23CC4CC(CC(C4)C2)C3)cc1Br	1	-6	23	0.5	-4	13	8	1	-1
CCCC1COC(Cn2cncn2)(c2ccc(Cl)cc2Cl)O1 (stereo not drawn)	9	5	-47	1.6	-4	-46	-402	0	12
CN(C)C(=O)O/N=C(\N)COc1ccc(C(C)(C)C)cc1	-1	98*	73*	1.9	9	14	59*	4	-18
O=c1c2ccccc2nc(Cc2ccccc2)n1-c1ccccc1O	11	1	0	-0.7	-6	11	22	-4	28
N#Cc1cc2c(nc1SCC(=O)Nc1cc(Cl)ccc1Cl)C1CCN2CC1	3	84*	11	2.2	-2	40*	21	6	9
O=c1[nH]c(=S)[nH]c(O)c1N=Nc1ccc(SC(F)F)cc1	20	-23	8	5.8	-6	22	6	5	31
COC(=O)c1cc2c(s1)=NC=NP=2(N1CCOCC1)N1CCOCC1	4&1	-19	4	-0.4	0	-7	3	-4	-6
CCCCN=C[C@]12CCC(O)CC1(O)CCC1[C@@H]2CC[C@]2(C)[C@H](C3C=CC(=O)O3)CCC12O (stereo partly drawn)	-1	59*	-13	-2.9	-4	11	7	-4	7
COc1cc(C2c3cc4c(cc3CC3COC(=O)C32)OCO4)cc(OC)c1OC (stereo not drawn)	8	61*	14	-3.4	-4	13	1	14	-6
CC1(C)C(C(=O)NN2C(=O)c3ccccc3C2=O)C1(C)C	-1	-2	-4	-1.1	-4	18	14	-2	-21
O=C(O)c1sc2cc(Cl)ccc2c1Cl	x	-2	-13	-0.4	-3	-12	13	0	-15

Record cards, from the list above.
COc1cc(C2c3cc4c(cc3CC3COC(=O)C32)OCO4)cc(OC)c1OC (stereo not drawn) reads CXCR6 inh = 8; Mdm2 MdmX PPI = 61*; TIM10 inh = 14; UPR CHOP act = -3.4; APJ ag = -4; tim10-1 inh = 13; tim23-1 inh = 1; UPR XBP1 act = 14; APJ antag = -6
N#Cc1cc2c(nc1SCC(=O)Nc1cc(Cl)ccc1Cl)C1CCN2CC1 reads CXCR6 inh = 3; Mdm2 MdmX PPI = 84*; TIM10 inh = 11; UPR CHOP act = 2.2; APJ ag = -2; tim10-1 inh = 40*; tim23-1 inh = 21; UPR XBP1 act = 6; APJ antag = 9

Going on with the list:
SMILES	CXCR6 inh	Mdm2 MdmX PPI	TIM10 inh	UPR CHOP act	APJ ag	tim10-1 inh	tim23-1 inh	UPR XBP1 act	APJ antag
CN1CN(c2cccc([N+](=O)[O-])c2)CN=C1N[N+](=O)[O-]	-1	-22	-4	-0.8	-4	9	-4	4	22
Cc1nc2cc(-c3cccc(F)c3)nn2c(C)c1CCC(=O)N1CCC2(CC1)OCCO2	-8	4	16	-1.4	-3	24	20	-1	4
c1cc2c(cc1[C@H]1OC[C@H]3[C@@H]1CO[C@H]3c1ccc3c(c1)OCO3)OCO2	-2	-27	-11	2.4	1	-24	28	4	1
CCOc1ccc([N+](=O)[O-])cc1CNCCc1ccccc1	6	14	2	-0.7	-2	-10	14	0	13
Cc1ccc2[nH]c3c(c2c1)CN(C(=O)CN1C[C@H]2C[C@@H](C1)c1cccc(=O)n1C2)CC3	-4	5	-6	-0.4	-2	0	10	1	-12
CCN1CCN(Cc2ccc(OC(F)(F)F)cc2)CC1	-3	1	-3	0.2	-6	2	-1	-1	-3
COc1ccc(-c2nc3ccccc3c(=O)n2-c2ccc(OC)cc2)cc1	10	-8	23	0.7	1	22	30	0	5
Cc1ccc(CCN2CC(C(=O)N3CCC4(CC3)OCCO4)CC2=O)cc1 (stereo not drawn)	8	8	11	-1.2	-2	4	10	-5	2
CCCCn1c(O)c(/C(CC)=N/N2CCCCC2c2cccnc2)c(=O)[nH]c1=S (stereo not drawn)	2	29	29	1.6	2	28	23	-1	15
COCc1cc(OC(=O)N(C)C)nc2c1c(C)nn2C	-4	-12	18	-0.1	-4	-4	7	1	14
CC(C)C1(C)N=C(c2nc3ccccc3cc2C(=O)O)NC1=O (stereo not drawn)	-8	-4	5	0.5	2	0	16	-1	-20
Cn1cnnc1Sc1cc(N2CCNCC2)ccc1[N+](=O)[O-]	3	14	-11	-1.3	2	0	-4	-1	-19
CCN(CCO)c1ccc(N=Cc2c(O)n(C)c(=S)[nH]c2=O)cc1	5	10	8	6.4	3	9	1	5	-17
O=c1[nH]c(=O)n(-c2cccc3ccccc23)c(O)c1/C=N/N1CCCCC1	5	0	2	-0.1	0	-2	13	1	9
CCOc1ccccc1Oc1coc2cc(OC(=O)N(C)C)ccc2c1=O	3	-13	15	4.9	-4	19	34	-1	16
O=C1NC(=O)C(CCc2ccncc2)(CCc2ccccn2)C(=O)N1c1ccc(Br)cc1 (stereo not drawn)	2	3	0	-0.9	-1	14	-1	-3	10
CSc1nc(N2CCN(C)CC2)c2ccccc2n1	7	9	-18	-0.7	-3	9	-2	0	22
O=C1NC(=O)C2(Cc3ccccc3N3CCCC32)C(=O)N1c1cccc(Cl)c1 (stereo not drawn)	-6	17	15	-0.6	-3	14	14	1	12
NCCc1c[nH]c2ccccc12	-9	4	3	2.4	-3	4	1	-2	-33
CCOC(=O)c1ccc(N=Cc2c(O)n(-c3ccc(OC)cc3)c(=S)[nH]c2=O)cc1	0	-27	-11	-0.2	-3	-7	-6	-3	5
COC(=O)C(O)(c1cn(C)c2ccccc12)C(F)(F)F (stereo not drawn)	2	7	-2	5.3	-1	30	11	-3	-3
CCOc1ccc(N2C(=O)NC(=O)/C(=C\c3cc(OC)c(OC)cc3[N+](=O)[O-])C2=O)cc1	-15	-7	22	-4.8	2	22	6	0	-7
Cc1cc(OCC(=O)OC(C)(C)C)c2c3c(c(=O)oc2c1)CCC3	7	21	-19	-0.3	-7	10	-23	-1	5
CCN(CC)CCCOC(=O)C(OC(C)C)(c1ccccc1)c1ccccc1	5	24	8	1.5	-3	42*	12	3	5
O=C(Cc1ccccc1)N1CCN(Cc2ccccn2)CC1	-11	22	1	-0.8	-4	11	10	0	11
CCOc1ccc(-n2c(-c3cccs3)nc3ccccc3c2=O)cc1	17	20	9	-0.8	-4	-2	-4	-4	14
CSc1ccc(CN2CCN(Cc3ccccc3Cl)CC2)cc1	-2	0	-26	0.4	0	-37	-24	3	5
Cc1ccccc1-n1c(-c2ccc([N+](=O)[O-])cc2)nc2ccccc2c1=O	9	-22	13	-2.1	-3	35	32	-1	-5
Cc1cccc(C(O)(C(=O)NNC(=O)CN2CCN(C)CC2)c2cccc(C)c2)c1	4	-16	3	0.0	0	-1	0	-3	0
CC(=O)N1N=C(c2c(O)n(C)c(=O)n(C)c2=O)CC1c1ccccc1 (stereo not drawn)	5	23	6	-3.3	-3	0	9	-5	6
O=C(CF)NC(NC(=S)Nc1cccc([N+](=O)[O-])c1)C(Cl)(Cl)Cl (stereo not drawn)	24	4	4	-1.7	-2	2	-5	-3	14
CNC(C)(C)Cc1ccccc1	-2	-1	10	-1.0	2	26	-4	-2	-8
CC(=O)c1c(C)[nH]c(C(=O)N2CCC3(CC2)OCCO3)c1C	-9	0	8	-1.8	2	-5	-2	-3	-6
COc1ccccc1N1CCN(Cc2ccc(Br)cc2)CC1	0	17	-4	5.1	-4	23	26	-5	-16
O=c1[nH]c(=S)n(-c2ccccc2)c(O)c1/C=N/N1CCOCC1	4	-3	-1	0.9	-5	17	1	-1	-8
